# Screening results deposited in PubChem BioAssay by Sanford-Burnham Center for Chemical Genomics.
# PfGluPho inh = PfG6PD enzyme inhibitors, primary screen, biochemical, fluorescence intensity, uHTS; 350,000 compounds, 0.78% hits; glucose-6-phosphate dehydrogenase-6-phosphogluconolactonase (Plasmodium falciparum 3D7); AID 504690, 2011; PfGluPho enzyme, NADPH resazurin-diaphorase fluorescence; inhibition, % at 20 µM;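 active = inhibition reaching at least a set limit at 20 µM in the primary screen, cut at about 59% in these data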;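 note: 0% = DMSO wells with substrate and 100% = DMSO wells lacking glucose-6-phosphate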
# mIAP act = activators of mouse IAP, primary screen, biochemical, luminescence, uHTS | activation factor at 10 µM | intestinal alkaline phosphatase [Mus musculus] | 330,000 compounds, 0.24% hits | muIAP, CDP-Star luminescence, 30 min; hits give high values; 1 = vehicle-only enzyme signal, 0 = enzyme-free wells | AID 2805, 2010;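 active = activation factor of at least 2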; note: the source names both 10 and 20 µM as test concentration; values of inactives mirror those of a sister screen read the other way
#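 Assay system: mouse IAP enzyme; reagent: chemiluminescent substrate CDP-Star; dosing: test compounds delivered from DMSO solution; schedule: 30 min at room temperature; measured by: luminescence from enzymatic CDP-Star hydrolysis; controls: DMSO-only wells and no-enzyme negative control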
# ATG4B inh = ATG4B protease inhibitors, primary screen, biochemical, fluorescence, uHTS | 340,000 compounds, 0.51% hits | ATG4B cleavage of LC3-PLA2, NBD-HPC fluorescence, 1 h | inhibition, % at 8.33 µM | Cysteine protease ATG4B (Homo sapiens), Q9Y4P1; in the data active = inhibition above about 40%
# Target sequence (Q9Y4P1 whole entry, looked up): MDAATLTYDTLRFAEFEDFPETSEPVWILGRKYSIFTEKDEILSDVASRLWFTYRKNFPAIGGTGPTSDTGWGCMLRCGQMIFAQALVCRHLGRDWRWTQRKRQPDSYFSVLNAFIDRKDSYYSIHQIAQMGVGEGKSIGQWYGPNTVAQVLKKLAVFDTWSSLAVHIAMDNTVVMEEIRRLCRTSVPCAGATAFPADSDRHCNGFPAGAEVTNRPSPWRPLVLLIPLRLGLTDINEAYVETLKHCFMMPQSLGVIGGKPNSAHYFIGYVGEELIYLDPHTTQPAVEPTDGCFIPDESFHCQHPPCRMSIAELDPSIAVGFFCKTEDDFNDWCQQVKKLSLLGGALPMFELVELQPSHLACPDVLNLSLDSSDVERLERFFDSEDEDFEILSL
# A3A deaminase = APOBEC3A ssDNA deaminase inhibitors, primary screen, selectivity assay for APOBEC3G inhibitor project, biochemical, FAM/TAMRA oligo cleavage fluorescence; recombinant A3A, FAM/TAMRA ssDNA deamination fluorescence; 330,000 compounds, 0.41% hits; inhibition, % at 20 µM; DNA dC->dU-editing enzyme APOBEC-3A (Homo sapiens), P31941;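 active = at least 40% inhibition at 20 µM here, with at most 30% in a related deaminase screen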;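 note: plate controls were A3A with DMSO for no effect and wells lacking A3A enzyme for full effect; some results filed as inactive read as strong as hits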
# mIAP inh = inhibitors of mouse IAP, primary screen, biochemical, luminescence, uHTS; AID 2806, 2010; inhibition, % at 10 µM; intestinal alkaline phosphatase [Mus musculus]; purified mouse IAP, CDP-Star luminescence, 30 min; 330,000 compounds, 0.2% hits;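 active = inhibition of at least 40% at 10 µM in the primary screen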;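 note: plate controls were DMSO with enzyme for no effect and no enzyme wells for full effect; values of inactives mirror those of a sister screen read the other way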
# HKDC1 inh = HKDC1 hexokinase inhibitors, primary screen, biochemical, fluorescence, uHTS; recombinant HKDC1, G6PDH/diaphorase resazurin coupled fluorescence; Q2TB90; 340,000 compounds, 0.16% hits; inhibition, % at 20 µM;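 active = inhibition above about 35% when tested at 20 µM, limit read from the data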;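 note: plate controls were DMSO wells with enzyme for no effect and DMSO wells lacking enzyme for full effect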
#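 Assay system – recombinant HKDC1 (HK5) hexokinase enzyme, produced in-house · Input – HKDC1 at 5 µg/mL · Reagent – glucose plus 1 mM ATP as hexokinase substrates · Timing – 90 min reaction incubation at room temperature, dark · Measured by – G6PDH/diaphorase-coupled fluorescence, 1 mM NADP, 100 µM resazurin, 525/613 nm · Benchmarks – DMSO-enzyme wells negative, buffer-substituted wells positive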
# hIAP inh = human IAP inhibitors, primary screen, biochemical, luminescence, uHTS; Intestinal-type alkaline phosphatase (Homo sapiens), P09923; purified IAP, CDP-Star luminescence, 30 min; inhibition, % at 10 µM; 330,000 compounds, 0.12% hits; AID 2544, 2010;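 active = inhibition reaching a set limit with compound at 10 µM in the primary screen, cut at about 35% in these data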;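 note: plate controls were DMSO wells with enzyme for no effect and no-enzyme buffer wells for full effect; values of inactives mirror those of a sister screen read the other way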
# Target sequence (P09923 whole entry, looked up): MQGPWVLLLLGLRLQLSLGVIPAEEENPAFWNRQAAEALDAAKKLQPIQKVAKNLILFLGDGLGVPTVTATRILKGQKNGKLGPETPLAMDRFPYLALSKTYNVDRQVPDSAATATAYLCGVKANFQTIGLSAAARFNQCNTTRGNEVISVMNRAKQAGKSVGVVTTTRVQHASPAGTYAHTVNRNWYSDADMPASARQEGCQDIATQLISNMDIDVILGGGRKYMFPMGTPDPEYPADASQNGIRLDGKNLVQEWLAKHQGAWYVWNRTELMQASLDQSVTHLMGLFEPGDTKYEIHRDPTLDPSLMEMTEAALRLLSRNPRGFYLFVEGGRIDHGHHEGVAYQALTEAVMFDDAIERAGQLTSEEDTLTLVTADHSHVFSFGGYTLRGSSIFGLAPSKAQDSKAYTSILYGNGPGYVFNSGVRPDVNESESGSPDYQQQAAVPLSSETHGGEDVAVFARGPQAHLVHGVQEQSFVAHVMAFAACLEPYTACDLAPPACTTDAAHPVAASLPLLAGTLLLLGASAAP
# hIAP act = human IAP activators, primary screen, biochemical, luminescence, uHTS | 330,000 compounds, 0.16% hits | purified human IAP, CDP-Star luminescence, 30 min; hits give high values; 1 = vehicle-only enzyme, 0 = enzyme-free background | activation factor at 10 µM;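 active = activation factor of the enzyme at least 2-fold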; note: the source names both 10 and 20 µM as test concentration; values of inactives mirror those of a sister screen read the other way
# Numbers without * were called inactive; . = not tested or not shown. Random draw from the library. About 2.4% of those tested had a hit in this group.
No.	canonical_smiles	PfGluPho inh	mIAP act	ATG4B inh	A3A deaminase	mIAP inh	HKDC1 inh	hIAP inh	hIAP act
1	CC1(C)CC(CNCCC(c2ccc(F)cc2)c2ccco2)CCO1 (stereo not given)	-14	0.97	4	0	3	-6	-7	1.1
2	O=C(CCc1ccccc1)Nc1c(F)cccc1F	2	0.89	0	-4	11	-5	-3	1
3	CN(C)CC(=O)N1c2ccccc2Sc2ccc(Cl)cc21	10	0.94	-2	-3	6	-4	-6	1.1
4	COCCN(Cc1nc2ccccc2c(=O)[nH]1)C(=O)COc1ccccc1-c1ccccc1	5	0.96	0	1	4	7	3	0.97
5	O=C(NNC(=O)C1CCC1)c1ccccc1F	-2	1	8	-2	-5	-9	-6	1.1
6	CCCCN(C)C(=O)c1nc2ccccn2c1CNCCCn1ncc2ccccc21	2	1	7	-1	-1	2	1	0.99
7	COc1ccc(OCC(=O)N2CCN(S(=O)(=O)c3ccccc3[N+](=O)[O-])CC2)cc1	8	0.89	-7	0	11	-13	1	0.99
8	O=C(NCc1cccs1)C1CCCN1C(=O)Nc1ccccc1Cl (stereo not given)	-6	0.9	3	-5	10	-2	26	0.74
9	COc1ccc(-c2nc3ccc([N+](=O)[O-])cc3o2)cc1	-6	0.9	8	3	10	-13	13	0.87
10	CCc1cn([C@H]2C[C@H](O)[C@@H](CO)O2)c(=O)[nH]c1=O	-6	0.95	-5	-4	5	-6	10	0.9
11	CS(=O)(=O)N(CC(=O)NC1CCCC1)c1ccc(Oc2ccccc2)cc1	-18	1.1	-4	17	-10	13	-8	1.1
12	O=C(C1CC1)N1CCN=C1SCc1ccc(F)cc1	-8	0.96	7	8	4	6	-1	1
13	COc1ccc(OC)c(S(=O)(=O)n2cnc3ccccc32)c1	8	0.95	4	-1	5	-6	-21	1.2
14	COC(=O)C1=CN(Cc2ccc(C)cc2)C=C(C(=O)OC)C1c1ccc(F)c(F)c1	24	1.3	10	0	-29	4	-18	1.2
15	O=C(c1ccc(Br)c([N+](=O)[O-])c1)N1CCN(Cc2ccccc2)CC1	-15	0.93	4	-3	7	3	8	0.92

# Molecules shown so far that have sulfur, in the order listed:
No.	canonical_smiles	PfGluPho inh	mIAP act	ATG4B inh	A3A deaminase	mIAP inh	HKDC1 inh	hIAP inh	hIAP act
3	CN(C)CC(=O)N1c2ccccc2Sc2ccc(Cl)cc21	10	0.94	-2	-3	6	-4	-6	1.1
7	COc1ccc(OCC(=O)N2CCN(S(=O)(=O)c3ccccc3[N+](=O)[O-])CC2)cc1	8	0.89	-7	0	11	-13	1	0.99
8	O=C(NCc1cccs1)C1CCCN1C(=O)Nc1ccccc1Cl (stereo not given)	-6	0.9	3	-5	10	-2	26	0.74
11	CS(=O)(=O)N(CC(=O)NC1CCCC1)c1ccc(Oc2ccccc2)cc1	-18	1.1	-4	17	-10	13	-8	1.1
12	O=C(C1CC1)N1CCN=C1SCc1ccc(F)cc1	-8	0.96	7	8	4	6	-1	1
13	COc1ccc(OC)c(S(=O)(=O)n2cnc3ccccc32)c1	8	0.95	4	-1	5	-6	-21	1.2

# (next part)
No.	canonical_smiles	PfGluPho inh	mIAP act	ATG4B inh	A3A deaminase	mIAP inh	HKDC1 inh	hIAP inh	hIAP act
16	Cc1ccc(NC(=O)c2ccc(Cl)c(N3C(=O)C=CC3=O)c2)cc1	100*	0.83	-4	-5	17	2	-6	1.1
17	Cc1ccc(C)c(NC(=S)NC2CC3CCCC(C2)N3CC(C)C)c1 (stereo not given)	-6	1.3	-20	-2	-32	2	11	0.89
18	CC(C)=N/N=C1\NC(=O)C(C)S1 (stereo not given)	3	1	-2	0	-4	-7	-17	1.2
19	COC(=O)c1ccccc1NC(=O)CNCCc1ccc(OC)c(OC)c1	6	1.1	-15	-1	-9	-2	-12	1.1
20	CCOC(=O)c1c(NC(=O)CCC(=O)O)sc2c1CC(C)(C)OC2	-12	1	11	0	-3	16	-1	1
21	Cc1ccccc1NC(=O)COC(=O)c1cc(S(=O)(=O)N2CCOCC2)ccc1C	10	0.99	1	-2	1	-1	1	0.99
22	CC1(C)Cc2c(cnn2-c2ccccc2)C(NC(=O)c2ccoc2)C1 (stereo not given)	-5	1	1	-1	-5	-5	-17	1.2
23	CSc1sc(C(=O)NN)c2c1C(O)CCC2 (stereo not given)	1	1	-8	-1	0	-5	-9	1.1
24	Cc1ccc(C(=O)N/C(=C/c2cccs2)C(=O)NCCc2c[nH]c3ccccc23)cc1	4	0.74	-21	1	26	16	11	0.89
25	CCN(C[C@H]1N[C@@](C)(C(=O)OC)[C@H]2C(=O)N(C)C(=O)[C@@H]12)C(C)=O	2	0.99	-8	-2	1	0	13	0.87
26	CCOC(=O)C1=C(CN2CCc3ccccc32)NC(=O)NC1c1cccc([N+](=O)[O-])c1 (stereo not given)	7	0.99	-3	0	1	-12	7	0.93
27	O=C(CN1CCN(S(=O)(=O)N2CCCCC2)CC1)Nc1ccc(Cl)c(Cl)c1	-13	1.2	6	3	-18	7	9	0.91
28	O=C(c1ccncc1)N1N=C2CCCCCC2C1(O)C(F)(F)F (stereo not given)	-5	0.91	-10	-7	9	-14	-15	1.2
29	COc1ccc(C(CNC(=O)c2ccc3c(c2)C(=O)N(CCC(C)C)C3=O)N2CCOCC2)cc1 (stereo not given)	-8	0.89	-11	-1	11	1	24	0.76
30	COc1ccc(NC(=O)CN(C)CC(=O)c2c(C)[nH]c3ccccc23)cc1	0	1.1	5	-5	-10	5	5	0.95

# Quoted from the listing:
# entry 23 – A3A deaminase = -1
# entry 5 – mIAP act = 1
# entry 6 – mIAP inh = -1
# entry 14 – hIAP act = 1.2
# entry 10 – PfGluPho inh = -6

# Next section
No.	canonical_smiles	PfGluPho inh	mIAP act	ATG4B inh	A3A deaminase	mIAP inh	HKDC1 inh	hIAP inh	hIAP act
31	COc1ccccc1OCc1nn[nH]n1	-16	0.96	-7	0	4	-3	-3	1
32	C=CCn1c(SCC(=O)N2CCN(C(=O)c3ccco3)CC2)nc2sc(CC)cc2c1=O	11	0.86	-8	2	14	-6	2	0.98
33	CC(=O)Nc1ccc(NC(=O)CCNS(=O)(=O)c2cccc3nsnc23)cc1	-2	1	-10	0	-4	0	4	0.96
34	O=C(Nc1ccc(N2CCOCC2)cc1N1CCOCC1)c1ccc(Cl)cc1	15	0.93	4	3	7	0	14	0.86
35	CC1(C)Cc2c(sc3nc(SCC(=O)NCc4ccco4)n(-c4ccccc4)c(=O)c23)CS1	-5	0.95	0	4	5	-7	-8	1.1
36	Cc1ccc(Cn2ccc(NC(=O)c3cc(-c4ccccc4)on3)n2)cc1	-1	0.93	2	-1	7	-10	-3	1
37	O=C(NCCCN1CCOCC1)NC1CCCCC1	-14	0.97	4	0	3	1	-16	1.2
38	CC(=O)c1ccc2c(c1)Nc1ccccc1S2	13	0.96	-10	1	4	1	-23	1.2
39	CC(=O)Nc1ccc(NS(=O)(=O)c2cc(-c3n[nH]c(=O)c4ccccc34)ccc2C)cc1	1	0.97	-4	1	3	3	1	0.99
40	CN(c1c[nH]c(=O)[nH]c1=O)C1CCCCC1	-4	1	0	5	-2	-1	4	0.96
41	Cn1c(SCC(=O)NC2CC2)nnc1-c1cccs1	-7	1	4	-2	-3	-5	8	0.92
42	COc1ccc(CCNC(=O)COC(=O)c2cc(S(=O)(=O)N3CCOCC3)ccc2C)cc1OC	4	1	-8	0	-4	-5	-19	1.2
43	Cc1cccc(C(=O)NCC(C)NC(=O)c2cccc(C)c2)c1 (stereo not given)	-7	1.1	-11	1	-8	-1	-4	1
44	O=C(C[C@H]1C/C=C\C[C@H](Cc2ccc(F)cc2)C(=O)O[C@@H](c2ccccc2)CNC1=O)N[C@H](CO)Cc1ccccc1	-9	1.3	-14	-1	-30	-2	7	0.93
45	Cc1cccc(NC(=O)CNCC(=O)Nc2cccc(C)c2C)c1C	2	1	-8	-2	-2	-4	-10	1.1

# Single records, as listed above:
# Cc1cccc(C(=O)NCC(C)NC(=O)c2cccc(C)c2)c1 (stereo not given) is entered as PfGluPho inh = -7; mIAP act = 1.1; ATG4B inh = -11; A3A deaminase = 1; mIAP inh = -8; HKDC1 inh = -1; hIAP inh = -4; hIAP act = 1
# CC(=O)c1ccc2c(c1)Nc1ccccc1S2 is entered as PfGluPho inh = 13; mIAP act = 0.96; ATG4B inh = -10; A3A deaminase = 1; mIAP inh = 4; HKDC1 inh = 1; hIAP inh = -23; hIAP act = 1.2

# The list goes on.
No.	canonical_smiles	PfGluPho inh	mIAP act	ATG4B inh	A3A deaminase	mIAP inh	HKDC1 inh	hIAP inh	hIAP act
46	O=C(NCc1cccs1)c1ccc(N2CCCC2=O)cc1	2	0.96	-1	3	4	-2	-8	1.1
47	CN1CCC(N(C)C(=S)Nc2ccc(F)cc2)CC1	0	1	-6	2	0	-7	13	0.87
48	O=[N+]([O-])c1cccc(/C=N/n2c(C3CCCCC3)n[nH]c2=S)c1	15	1	19	-7	0	-5	8	0.92
49	Cc1ccc(S(=O)(=O)NC2=NCN(C)CN2)cc1[N+](=O)[O-]	4	1	0	-2	-3	-7	-4	1
50	CCC(=O)Nc1ccc(-c2nnc(SCC(=O)N3CCCCC3)n2C)cc1	3	0.99	-6	1	1	5	16	0.84
51	Cc1cc(NC(=O)CSc2nnc(CNC(=O)c3ccc(F)cc3)o2)no1	-3	0.93	2	-2	7	-9	-18	1.2
52	Cc1cc(C(=O)COc2ccc(-c3nnco3)cc2)c(C)n1Cc1ccccc1	9	0.97	-6	-1	3	13	6	0.94
53	Cc1cc(C)cc(Oc2ncnc3c2ncn3Cc2c(Cl)cccc2Cl)c1	1	1	37	-3	-4	20	11	0.89
54	Cc1cnc(C(=O)OCC(=O)c2ccc(C3CCCCC3)cc2)cn1	5	0.93	7	-1	7	4	1	0.99
55	O=[N+]([O-])c1ccc(O)c(-c2nc(-c3ccccc3)c(-c3cccs3)[nH]2)c1	27	0.84	-2	-1	16	3	29	0.71
56	CCOCCCNC(=O)C1CC(=O)N(CCc2ccc(C)cc2)C1 (stereo not given)	-10	1.1	1	-4	-9	-3	-6	1.1
57	Cc1ccccc1C(C(=O)NC1CCCC1)N(C(=O)CNC(=O)c1ccco1)c1cccnc1 (stereo not given)	.	0.93	.	-4	7	.	13	0.87
58	COc1ccc(C(N)=O)cc1NC(=O)c1cccc(F)c1	-16	1	5	-1	-3	-5	-18	1.2
59	CCOc1ccc(S(=O)(=O)N2CN(c3cccc(C(C)=O)c3)c3nc4ccccc4nc32)cc1	-7	1	10	-4	-2	-1	-1	1
60	O=C(N/N=C/c1ccc(N2CCOCC2)cc1)c1cccs1	-2	0.97	-11	-2	2	-4	14	0.86
